# MITF primary: inhibitors of human MITF; AlphaScreen MITF homodimerization, bead proximity signal; AID 1259374; actives 0.91% (n = 650,000); O75030; inhibition, % at 2.6 µM; in the data active = inhibition above about 50%;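 note: 0% = vehicle wells with protein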
# Target sequence (O75030 whole entry, looked up): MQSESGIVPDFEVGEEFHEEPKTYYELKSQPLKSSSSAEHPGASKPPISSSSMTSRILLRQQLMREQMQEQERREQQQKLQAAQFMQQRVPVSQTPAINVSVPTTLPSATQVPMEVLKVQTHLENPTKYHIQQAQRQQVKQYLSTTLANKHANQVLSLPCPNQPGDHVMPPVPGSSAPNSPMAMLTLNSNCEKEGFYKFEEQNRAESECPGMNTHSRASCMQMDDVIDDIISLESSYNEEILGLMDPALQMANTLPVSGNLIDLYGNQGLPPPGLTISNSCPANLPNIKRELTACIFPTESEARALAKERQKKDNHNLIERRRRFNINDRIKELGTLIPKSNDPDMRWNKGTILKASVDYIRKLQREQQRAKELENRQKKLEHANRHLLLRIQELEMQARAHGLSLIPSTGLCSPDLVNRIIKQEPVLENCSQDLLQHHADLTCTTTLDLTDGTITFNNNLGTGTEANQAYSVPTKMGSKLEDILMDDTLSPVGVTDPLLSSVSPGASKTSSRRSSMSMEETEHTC
# TEAD-YAP inh: TEAD-YAP interaction inhibition; HEK-TIYL cells, TEAD-Gal4/YAP UAS-luciferase luminescence; inhibition, % at 9.12 µM; actives 1.4% (n = 640,000); AID 1259422; in the data active = inhibition above about 32%;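 note: 0% = median of test compound wells and 100% = reference inhibitor wells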
# FBW7 act: activators of human E3 ligase FBW7 | AlphaScreen FBW7–phospho-cyclin E peptide binding, activator screen | Q969H0 | actives 0.13% (n = 650,000) | normalized activity (activation), % at 26.1 µM; in the data active = normalized activity above about 1.9%;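 note: purified mutant Fbw7 with reduced substrate affinity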
# GPR151 activ: activators of human GPR151. PathHunter beta-arrestin GPR151 cells, luminescence. activation, % at 11.2 µM. actives 1% (n = 650,000). AID 1508602; in the data active = activation above about 4.9%;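 note: 0% = median of compound wells and 100% = cells with positive control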
# Target sequence (Q8TDV0 whole entry, looked up): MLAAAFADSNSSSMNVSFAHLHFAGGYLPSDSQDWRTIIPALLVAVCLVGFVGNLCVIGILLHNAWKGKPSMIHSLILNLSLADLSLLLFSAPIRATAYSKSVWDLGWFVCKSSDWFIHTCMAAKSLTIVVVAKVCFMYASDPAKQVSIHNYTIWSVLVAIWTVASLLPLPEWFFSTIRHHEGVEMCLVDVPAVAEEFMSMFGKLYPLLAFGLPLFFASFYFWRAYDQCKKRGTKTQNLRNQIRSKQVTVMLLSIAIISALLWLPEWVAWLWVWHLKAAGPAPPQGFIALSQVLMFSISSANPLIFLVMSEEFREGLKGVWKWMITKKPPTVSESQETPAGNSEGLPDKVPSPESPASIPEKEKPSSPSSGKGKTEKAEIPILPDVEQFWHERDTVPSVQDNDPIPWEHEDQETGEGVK
# The depositor's hits bear a star; x = no result given. Hits appear at their usual frequency; any-hit rate near 3.4%.
No.	Structure	MITF primary	GPR151 activ	TEAD-YAP inh	FBW7 act
1	CC1CCN(c2nc(N3CC(C)OC(C)C3)nc(N)c2[N+](=O)[O-])CC1 (configuration not stated)	-10	-0.4	12	-0.2
2	CCN(CC)CCN(C)Cc1ccc(F)cc1	39	-0.4	3	-0.1
3	COc1ccc(CCn2c(C)c(C(C)=O)c3cc(OC(=O)c4ccccc4[N+](=O)[O-])ccc32)cc1OC	-7	-1.0	8	0.0
4	CC1CCN(C(=O)CSc2nc3ccccc3n2CC(=O)N2CC(C)CC(C)C2)CC1 (configuration not stated)	15	-0.1	6	0.0
5	Cc1ccc(N2C(=O)NC(=O)/C(=C/C=C/c3ccccc3[N+](=O)[O-])C2=O)cc1	-15	1.1	-6	0.2
6	COc1ccc(N(C)C(=O)C2(S(=O)(=O)c3ccc(Cl)cc3)CC2)cc1	5	3.5	5	-0.2
7	CCc1ccc(C(=O)Nn2c(-c3cccc(Cl)c3)nc3ccccc3c2=O)cc1	6	1.0	9	0.1
8	COc1cccc(NC(=O)C2CC(=O)N(C(C)c3ccccc3)C2)c1 (configuration not stated)	-9	2.8	-4	0.0
9	C=CCC(C#Cc1ccccc1)N1CCOCC1 (configuration not stated)	6	-0.5	4	0.5
10	CCOC(=O)N1CCC(NC(=O)CSc2nc3ccccc3n2S(=O)(=O)c2ccc(C)cc2)CC1	-1	0.0	-9	-0.1
11	O=C(CN1C(=O)C2CC=CCC2C1=O)N1CCN(c2ncccn2)CC1 (configuration not stated)	7	-1.9	-5	0.4
12	CC(C)(C)C(=O)Nc1ccc(C(=O)NCc2cccnc2)cc1	-7	0.4	-11	0.1
13	O=C1/C(=C/c2ccc(Cl)cc2)CS(=O)(=O)c2ccccc21	-3	0.5	-13	-0.1
14	Cc1ccc(-n2[nH]c(C)c(C=Nc3ccncc3)c2=O)cc1	10	1.9	0	-0.1
15	Cc1cnc(Nc2ccccc2)nc1NCCN(C(C)C)C(C)C	-3	0.8	2	-0.1
16	O=C(Nc1ccc(NC(=O)C2CC2)nc1)c1cccs1	4	0.7	-40	0.0
17	Cc1ccc(C(=O)Oc2coc(CSc3nccn3C)cc2=O)cc1[N+](=O)[O-]	4	2.2	-6	0.0
18	CN=C(Nc1cc(C)nn1-c1ccccc1)c1ccccc1	8	-0.2	6	-0.1
19	Fc1ccc(-n2ncc3c(N4CCCCCC4)ncnc32)cc1	8	1.8	28	0.7
20	COCCC(=O)NC(C)c1nnc2n1CCN(Cc1cc3ccccc3o1)CC2 (configuration not stated)	17	2.4	-11	0.1
21	CCC(Sc1nnc(NC(=O)c2ccccc2Cl)s1)C(=O)Nc1nccs1 (configuration not stated)	-2	0.1	-6	0.3
22	CCC(C(=O)N1CCN(c2ccc(OC)cc2)CC1)n1nc(C)n2c(cc3occc32)c1=O (configuration not stated)	-12	-0.3	6	0.0
23	CCOC(=O)C1CCCN(c2c(Nc3ccc(OCC)cc3)c(=O)c2=O)C1 (configuration not stated)	3	-0.9	0	-0.1
24	Cc1nnc(SCC(=O)Nc2cc(C(F)(F)F)ccc2Cl)n(N)c1=O	8	-1.3	9	0.3
25	Cc1nccn1CC(O)Cn1c2ccc(Cl)cc2c2cc(Cl)ccc21 (configuration not stated)	-14	0.1	-13	-0.1
26	Nc1nc(N)nc(-c2ccc(I)cc2)n1	-2	-1.4	-60	0.0
27	COc1cc(NC(=O)CCc2c(C)nc3nc(C)nn3c2C)cc(OC)c1	16	-0.5	3	-0.2
28	O=C(CSc1nc(-c2ccccc2Cl)ns1)NCc1ccco1	7	0.1	-6	-0.1
29	Nc1nnc(SC/C=C/CSc2nnc(N)s2)s1	-5	0.5	2	-0.1
30	COc1cccc(-c2nc(C(N)=O)c3[nH]c(=O)n(-c4ccc(C)cc4)c3n2)c1O	1	0.1	13	0.1
31	COC(=O)c1ccccc1NC(=O)C1CCN(C(=O)c2ccc(Cl)cc2Cl)CC1	-2	-0.1	-1	0.0
32	Cc1cnc(NCCN2CCOCC2)nc1NCCc1ccc(O)cc1	-4	-0.7	10	0.7
33	COc1cc(C2CC(=O)NC(C)=C2C(=O)OC(C)C)c(Br)c(OC)c1OC (configuration not stated)	-10	-1.0	-5	0.1
34	COc1cc(Nc2cc(C)nc(Nc3ccc(N4CCOCC4)cc3)n2)cc(OC)c1OC	21	0.4	28	-0.1
35	O=C1N[C@H](Cc2ccccc2)C(=O)N2C[C@@H](NCc3ccc4ncccc4c3)C[C@@H]12	0	1.1	2	0.0
36	O=C(Nc1ccccc1)c1cnc(Nc2cnccn2)s1	5	0.3	-4	-0.1
37	O=C(NCc1ccco1)C1CCN(c2nc3ccccc3[nH]2)CC1	-2	-1.7	2	-0.2
38	CC(C)(C)C(=O)Nc1cc(S(=O)(=O)Nc2ccccc2Cl)ccc1O	-6	2.2	3	-0.1
39	CCSc1nnc(NC(=O)COc2ccc(Cl)cc2)s1	5	0.9	2	0.0
40	O=C(Cc1cccs1)N(CC1CCCO1)C1(C(=O)NC2CCCC2)CCCCC1 (configuration not stated)	-4	-0.5	0	-0.1
41	Cc1ccc(NC(=O)C(=O)NC2CCCC2)cc1Cl	8	2.9	-62	0.3
42	Cn1ccnc1SCC(=O)c1ccc([N+](=O)[O-])cc1	-4	-2.4	-14	0.0
43	CCOC(=O)C1=C(C)N=c2s/c(=C\c3c(C)[nH]c4ccccc34)c(=O)n2C1c1ccc(OCC)c(OCC)c1 (configuration not stated)	13	-1.4	-7	0.5
44	CN(C)CCOCCOc1ccc(Cl)cc1C(C)(C)C	3	-0.1	-8	0.0
45	CSc1nc2ccc3nc(NC(=O)c4ccco4)sc3c2s1	-5	1.2	-16	-0.1

# Down the list, from the results shown:
# TEAD-YAP inh for nos. 20–30: -11, -6, 6, 0, 9, -13, -60, 3, -6, 2, 13
# GPR151 activ for nos. 20–30: 2.4, 0.1, -0.3, -0.9, -1.3, 0.1, -1.4, -0.5, 0.1, 0.5, 0.1

# Gathered by group: those above with an NH in an aromatic ring (four)
No.	Structure	MITF primary	GPR151 activ	TEAD-YAP inh	FBW7 act
14	Cc1ccc(-n2[nH]c(C)c(C=Nc3ccncc3)c2=O)cc1	10	1.9	0	-0.1
30	COc1cccc(-c2nc(C(N)=O)c3[nH]c(=O)n(-c4ccc(C)cc4)c3n2)c1O	1	0.1	13	0.1
37	O=C(NCc1ccco1)C1CCN(c2nc3ccccc3[nH]2)CC1	-2	-1.7	2	-0.2
43	CCOC(=O)C1=C(C)N=c2s/c(=C\c3c(C)[nH]c4ccccc34)c(=O)n2C1c1ccc(OCC)c(OCC)c1 (configuration not stated)	13	-1.4	-7	0.5

# Continued.
No.	Structure	MITF primary	GPR151 activ	TEAD-YAP inh	FBW7 act
46	COc1ccc(CN2CC(C(=O)NCc3ccccc3Cl)CC2=O)cc1 (configuration not stated)	6	-0.6	0	-0.1
47	CC(C)OC(=O)c1ccc(NC(=O)COc2cc(Cl)ccc2Cl)cc1	-4	-1.2	-2	0.0
48	CCC(C)NC(=O)c1ccc2c(=O)n(CCOC)c(=O)[nH]c2c1 (configuration not stated)	-17	0.4	16	0.2
49	CCOc1ccc2nc(NCCNC(=O)Nc3ccc(F)cc3F)c(C#N)cc2c1	-5	-1.3	-6	-0.1
50	CC1(C)C=C(NCc2cccnc2)CC(=O)C1	-5	0.5	-7	0.2
51	Cc1nnc(SCCN2C(=O)c3ccccc3C2=O)[nH]c1=O	2	0.0	3	-0.1
52	O=C(O)CCNC(=O)/C(=C\c1cccc([N+](=O)[O-])c1)NC(=O)c1ccccc1	6	0.9	4	0.0
53	CCN(CC)CCN1C(=O)C(O)=C(C(=O)c2cc3ccccc3o2)C1c1ccco1 (configuration not stated)	-17	-1.0	-6	-0.1
54	c1cncc(OC2CCN(Cc3ccc4c(c3)CN(Cc3ccsc3)CCO4)CC2)c1	1	-0.6	1	-0.2
55	Cc1ccc(-c2oc3ccccc3c(=O)c2OC(=O)CN2C(=O)c3ccccc3C2=O)cc1	20	11*	-17	0.0
56	Cc1ccc(-n2nc3c(c2NC(=O)CCC2CCCC2)CSC3)c(C)c1	14	-0.6	-6	1.0
57	CC(=O)N(c1cccc2ccccc12)C1C=CS(=O)(=O)C1 (configuration not stated)	-10	4.9*	-2	0.2
58	CCOc1ccc(S(=O)(=O)Nc2ccc3oc(-c4ccccc4)cc3c2)cc1	7	-0.9	-2	0.1
59	CC(=O)Nc1ccc(N2COc3ccc(Cl)cc3C2)cc1	14	-0.4	-11	0.2
60	Cc1ccc(S(=O)(=O)NC2c3cccc4cccc(c34)C2Sc2nncn2N)cc1 (configuration not stated)	8	-1.5	3	-0.1

# The closing two compounds of the part before come first, to join the parts.
No.	Structure	MITF primary	GPR151 activ	TEAD-YAP inh	FBW7 act
59	CC(=O)Nc1ccc(N2COc3ccc(Cl)cc3C2)cc1	14	-0.4	-11	0.2
60	Cc1ccc(S(=O)(=O)NC2c3cccc4cccc(c34)C2Sc2nncn2N)cc1 (configuration not stated)	8	-1.5	3	-0.1
61	Cc1ccccc1CC1(CO)CCCN(C(=O)c2ccoc2)C1 (configuration not stated)	3	-0.4	-19	-0.1
62	Cc1cc(C)n(Cc2cccc(C(=O)NCC3Cc4cccc(-c5ncccn5)c4O3)c2)n1 (configuration not stated)	10	0.1	-3	0.1
63	Cc1ccc(OCc2nnc(-c3ccccc3)o2)c([N+](=O)[O-])n1	-3	-1.8	-70	-0.1
64	CCCCOc1ccc(C2=N/C(=C\c3cccc(OC(C)=O)c3)C(=O)O2)cc1	1	1.0	8	0.0
65	COc1ccccc1CCC(=O)Nc1ccc2c(c1)CN(Cc1nccs1)CC2	-19	0.9	18	0.0
66	O=S(=O)(/C=C/c1ccccc1)N1C=Cc2ccccc2C1c1c[nH]c2ccccc12 (configuration not stated)	1	1.4	-1	0.3
67	COc1ccc(Cl)cc1NC(=O)CN1N=NC2C(=O)N(c3ccc(F)cc3)C(=O)C21 (configuration not stated)	0	1.4	11	-0.3
68	CNC(=S)N/N=C(\C)c1cccc(C(F)(F)F)c1	0	0.8	2	-0.1
69	CCCOc1ccc(S(=O)(=O)NCC2(c3cccs3)CC2)cc1C	-17	1.1	3	0.0
70	O=S(=O)(NCC1CCC2(CCN(C/C=C/c3ccccc3)CC2)O1)c1ccccc1 (configuration not stated)	10	-1.7	6	-0.1
71	COc1ccc(CNC(=O)C(=O)Nc2ccc(C#N)cc2)cc1	6	-1.2	4	-0.1
72	COc1ccc(CCN(C)C2CCCN(C(=O)CCc3cccs3)C2)cc1OC (configuration not stated)	-2	3.6	-2	0.0
73	CCN(CC)CCNC(=O)CCCCCn1c(=S)[nH]c2cc3c(cc2c1=O)OCO3	-13	3.5	-6	-0.1
74	COc1ccc(NC(=O)c2ccccc2[N+](=O)[O-])cc1	-9	0.6	-24	-0.1
75	C=C(C)CSc1nc2ccccc2c(=O)n1-c1c(C)n(C)n(-c2ccccc2)c1=O	-12	-0.7	-7	0.1
76	CCc1nnc(NC(=O)CN2CCN(c3cccc(OC)c3)CC2)s1	6	0.3	0	-0.1
77	CCOC(=O)/C(=C/c1ccc([N+](=O)[O-])o1)NC(=O)c1cccc(C)c1	49	-0.5	-29	0.0
78	CCOc1cc(S(=O)(=O)NCCOC)ccc1F	-12	-0.9	13	-0.1
79	CCOC(=O)c1ccc(NC(=O)c2sc(NC(=O)c3ccco3)c(C(=O)OCC)c2C)cc1	-1	-1.1	-4	0.0
80	CCn1c(=O)c(C(=O)NNC(=O)c2ccc(Cl)cc2Cl)c(O)c2ccccc21	-11	1.8	-12	-0.2
81	O=C(O)CN1C(=O)/C(=C/c2ccc[nH]2)SC1=S	15	0.9	2	-0.3
82	O=C(Nc1cccc(Br)c1)c1cc(Cl)sc1Cl	-8	0.9	-10	0.2
83	Cc1cc(C)c(OCC(=O)Nc2ccc(Oc3ccccc3)cc2)c(C)c1	11	-0.7	8	0.2
84	CCOC(=O)C1=C(C)N=c2s/c(=C\c3ccc(-c4cccc(C(F)(F)F)c4)o3)c(=O)n2C1c1ccc(SC)cc1 (configuration not stated)	-2	-1.3	-8	0.1
85	COC(=O)c1nnn(-c2nonc2N)c1CSc1ccccn1	11	0.5	7	0.2
86	COc1cccc(NC(=O)Nc2ccc(F)cc2)c1	4	-1.5	-21	0.6
87	Cc1cccc(C)c1NC(=S)N(Cc1cccs1)C1CCCCC1	16	-1.0	1	0.1
88	CC1=NN(CCC#N)C(=O)/C1=C/c1ccc(C)cc1	6	-0.9	4	-0.5
89	CCC(C)NC(=O)c1cnn2c(C)c(Cc3cccc(Cl)c3)c(C)nc12 (configuration not stated)	0	1.1	23	0.3
90	CCC1CCCCN1CCN1C(=O)C2C(C(=O)Nc3cccc(Cl)c3)C3C=CC2(O3)C1C(=O)NC1CCCC(C)C1C (configuration not stated)	-2	0.5	11	-0.1
91	COc1ccc(NC(=S)N(CCCN2CCCCC2)Cc2cccs2)cc1Cl	9	1.4	11	0.1
92	COc1ccc(SCC(=O)N(CCN(C)C)c2nc3ccccc3s2)cc1	-8	-1.2	-18	-0.1
93	O=C(NCCO)C12CC3CC(C1)CC(c1ccc([N+](=O)[O-])cc1)(C3)C2	3	-0.3	1	-0.1
94	CN(C)c1cc(N/N=C/c2ccc([N+](=O)[O-])cc2)nc(N(C)C)n1	12	-0.7	-4	0.1
95	CC(C)(C)C(/C=C/c1ccc(Cl)cc1Cl)N=C1NC(=S)N(c2ccc(F)c(Cl)c2)C12CCCCC2 (configuration not stated)	4	1.4	5	-0.1
96	COc1cccc(CS(=O)(=O)c2ccccc2)c1	1	-0.9	x	0.0
97	CCOc1ccc(C2C(C(=O)OC)=C(C)N(C)C(C)=C2C(=O)OC)cc1	4	-0.3	3	0.5
98	CCOC(=O)CNC(=S)N(Cc1ccccc1)Cc1cccnc1	0	0.6	-8	0.9
99	CCN(Cc1ccncc1)C(=O)c1cc(COc2c(F)cccc2F)on1	10	0.9	-6	0.1
